Source: PubChem BioAssay
hcDAF-12 act: H. contortus DAF-12 nuclear receptor activators, primary screen, cell-based, luminescence, HEK293, lit1-tk-luc reporter; activation, % at 6.8 µM; HEK293 hcDAF-12 lit1-tk-luc reporter; 0% DMSO, 100% Δ7-dafachronic acid; actives 1.4% (n = 370,000);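 active means activation above the mean of all tested compounds plus 3 SD, cut at about 5.5% in these data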;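 further: 100% = response to 3 µM Δ7-dafachronic acid high control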
HGIII-sPLA2 inh: human group III sPLA2 inhibitors, primary screen, biochemical, QFRET, BODIPY PC-A2 liposome substrate; QFRET BODIPY PC-A2 liposome hydrolysis, fluorescence; inhibition, % at 12.2 µM; actives 0.56% (n = 370,000); AID 743126, 2013;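 active means inhibition above mean plus 3 SD of compounds lying within the high and low control bounds, cut at about 19% in these data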;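 further: 0% = median of test compound wells and 100% = no enzyme DMSO wells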
DAX1 inh-1: DAX1 (NR0B1) inhibitors, primary screen, cell-based, HEK293, Gal4-DAX1, luciferase luminescence | AID 504766, 2011 | HEK293 Gal4-DAX1 luciferase reporter | inhibition, % at 6.75 µM | actives 0.99% (n = 340,000) | Nuclear receptor subfamily 0 group B member 1 (Homo sapiens), P51843;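 active means inhibition above the mean over all tested compounds plus 3 SD, cut at about 4.2% in these data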;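 further: 0% = DAX1-transfected cells with DMSO and 100% = empty-vector control cells with DMSO; inhibition shows as a rise in luminescence from relieved DAX1 repression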
Target sequence (P51843 207-470 limits assumed): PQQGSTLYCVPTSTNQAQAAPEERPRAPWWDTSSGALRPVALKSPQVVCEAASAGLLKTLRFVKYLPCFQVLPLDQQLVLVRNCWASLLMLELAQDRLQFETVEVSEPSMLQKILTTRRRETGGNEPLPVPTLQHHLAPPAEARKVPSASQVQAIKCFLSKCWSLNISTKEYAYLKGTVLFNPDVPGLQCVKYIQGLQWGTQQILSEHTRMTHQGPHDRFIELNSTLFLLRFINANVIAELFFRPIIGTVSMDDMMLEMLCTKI
PLCb3 inh: human PLC-beta3 inhibitors, primary screen, biochemical, fluorescence. actives 0.18% (n = 370,000). inhibition, % at 12.2 µM. Purified PLC-beta3, fluorogenic substrate. 1-phosphatidylinositol 4,5-bisphosphate phosphodiesterase beta-3 (Homo sapiens), Q01970; in the data active means inhibition above about 11%;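 further: 0% = median of compound wells on plate and 100% = full blocker control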
ssDAF12 agonist: S. stercoralis DAF-12 nuclear receptor activators, primary screen, cell-based, luminescence, HEK293, GRIP1 co-expression, lit1-tk-luc; actives 1% (n = 370,000); Nuclear hormone receptor DAF-12 (Strongyloides stercoralis); AID 652126, 2013; activation, % at 6.8 µM; HEK293 ssDAF-12/GRIP1 lit1-tk-luc reporter; % of 3 µM dafachronic acid response;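 active means activation above the mean over all tested compounds plus 3 SD, cut at about 0.9% in these data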;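 further: 0% = DMSO-only wells and 100% = 3 µM delta7-dafachronic acid wells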
GAA850 FXN act: FXN promoter activators, primary screen, cell-based, luciferase luminescence, HEK293 lucGAA850 | actives 0.56% (n = 360,000) | activation, % at 6 µM | AID 540364, 2011 | HEK293 lucGAA850 FXN promoter luciferase reporter, 24 h; percent of 10 µM SAHA response;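 active means activation above the average of all compounds screened plus 3 SD, cutoff fixed separately per campaign, cut at about 7.5% in these data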;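 further: 0% = DMSO wells and 100% = 10 µM SAHA wells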
PG9 binder: binders of HIV-1 gp120 antibody PG9, primary screen, biochemical, TR-FRET | HIV-1 gp120 / PG9 antibody interaction | TR-FRET gp120-PG9 antibody binding | inhibition, % at 6.7 µM | actives 0.43% (n = 360,000); in the data active means inhibition above about 8.5%
DAX1 inh-2: DAX1 (NR0B1) inhibitors on StAR promoter, primary screen, cell-based, luminescence, SF-1 (NR5A1), full-length DAX-1; HEK293T StAR-luciferase reporter, SF-1/DAX-1 repression relief; inhibition, % at 6.8 µM; actives 1.1% (n = 370,000); AID 652010, 2013;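 active means inhibition above the mean over all tested compounds plus 3 SD, cut at about 3.6% in these data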;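 further: 0% = DAX-1 cells with DMSO and 100% = cells lacking DAX-1 with DMSO; higher inhibition means more luminescence from relief of DAX-1 repression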
hgDAF-12 ag: H. glycines DAF-12 receptor agonists, primary screen, cell-based, luminescence, HEK293, GAL4 fusion, UAS-luciferase; Nuclear hormone receptor DAF-12 (Heterodera glycines), GAL4 fusion; HEK293 GAL4-hgDAF12 UAS-luciferase reporter, agonist luminescence; normalized to butyrate control; activation, % at 6.8 µM; actives 1.8% (n = 370,000);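 active means activation above a cutoff set at the mean of all screened compounds plus 3 SD, cut at about 10% in these data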;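 further: 0% = DMSO wells and 100% = sodium butyrate wells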
SMARCA2 activ: SMARCA2 (BRM) function activators, primary screen, cell-based, luminescence, high throughput. MG213 cells, MMTV-luciferase reporter, dexamethasone, overnight. activation, % at 9.1 µM. actives 1% (n = 370,000). AID 652017, 2013; in the data active means activation above about 7.8%;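 further: 0% = vehicle wells and 100% = reference activator wells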
NR1D1 modulator: modulators of Rev-erb alpha DNA binding, primary screen, biochemical, FITC-DNA, fluorescence polarization, uHTS; Nuclear receptor subfamily 1 group D member 1 (Homo sapiens), P20393; Rev-erbα–FITC-DNA binding, 90 min; activity, % at 10 µM; actives 0.79% (n = 370,000);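 active means activity above about 14%, limit read from the data; passing the limit was not always enough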;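 further: 0% = DMSO wells with 35 nM protein and 100% = DMSO wells with 750 nM protein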
Target sequence (P20393 whole entry, looked up): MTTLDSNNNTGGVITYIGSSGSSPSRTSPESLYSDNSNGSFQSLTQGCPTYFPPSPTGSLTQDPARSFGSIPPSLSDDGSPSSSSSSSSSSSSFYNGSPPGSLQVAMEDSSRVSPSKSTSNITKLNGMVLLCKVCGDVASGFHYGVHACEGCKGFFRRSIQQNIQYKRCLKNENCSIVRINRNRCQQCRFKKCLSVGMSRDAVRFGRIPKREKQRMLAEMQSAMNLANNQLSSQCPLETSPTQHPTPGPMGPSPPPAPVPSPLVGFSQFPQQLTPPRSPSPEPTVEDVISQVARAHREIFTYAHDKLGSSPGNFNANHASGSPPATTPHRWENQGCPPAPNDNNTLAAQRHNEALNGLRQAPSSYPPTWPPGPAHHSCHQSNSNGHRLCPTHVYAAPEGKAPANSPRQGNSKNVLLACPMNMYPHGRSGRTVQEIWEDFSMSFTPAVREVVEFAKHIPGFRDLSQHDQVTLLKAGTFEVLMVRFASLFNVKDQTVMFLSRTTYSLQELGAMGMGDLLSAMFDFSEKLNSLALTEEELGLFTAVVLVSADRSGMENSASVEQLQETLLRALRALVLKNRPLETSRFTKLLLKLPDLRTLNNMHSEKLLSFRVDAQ
* marks the source's active call; other numbers are inactive results; i = inactive; x = no result given; & = joins results of further samples.

SMILES	hcDAF-12 act	HGIII-sPLA2 inh	DAX1 inh-1	PLCb3 inh	ssDAF12 agonist	GAA850 FXN act	PG9 binder	DAX1 inh-2	hgDAF-12 ag	SMARCA2 activ	NR1D1 modulator
Cc1ccc(SCc2[nH]nc3c2C(C(C)C)C(C#N)=C(N)O3)cc1 (stereo unspecified)	-2.8	-26.9	-1.1	1.1	-0.8	-3.1	-3.0	-1.2	-0.3	2.6	1.9
Cc1ccc(/C=C2\SC(=S)N(CCC(=O)NNC(=O)c3cccnc3)C2=O)cc1	1.1	4.4	-0.1	5.4	-0.7	-5.5	-1.8	-0.3	1.4	1.0	-2.2
CCCOc1ccc(-c2nc(=S)[nH][nH]2)cc1	2.6	4.3	4.5*	1.2	-0.7	3.6	1.6	2.5	6.0	-0.9	-1.9
O=C(c1c[nH]c(C(=O)C(Cl)(Cl)Cl)c1)c1ccc(F)cc1Cl	-2.1	-52.3	-0.3	4.2	-1.1	-1.8	2.2	-0.8	-0.1	-0.8	-2.4
O=C(CCC1CCCN(C(=O)CCN2CCCCC2=O)C1)NCc1ccccc1F (stereo unspecified)	2.1	10.8	0.7	4.3	-0.8	2.7	-1.8	0.1	-1.3	1.4	-3.6
O=C(NC1CCCCC1)C(c1ccccc1)n1c(=O)c(-c2cc3ccccc3[nH]2)nc2ccccc21 (stereo unspecified)	2.7	0.4	x	-191.0	0.7	x	1.6	1.1	1.7	-5.1	-2.0
CCOC(=O)c1c(NC(=O)CN2C(=O)NC(C)(c3ccccc3)C2=O)sc(C)c1C (stereo unspecified)	0.2	-18.7	-1.9	-1.1	-0.8	-4.9	0.5	-1.6	0.1	-3.4	1.6
CCc1nc2ccc(C(=O)N3CCCCC3)cn2c1N(C)CCCc1ccccc1	-1.1	1.8	x	-9.8	-1.2	-0.3	-1.8	0.8	-0.4	-4.3	-8.9
CC(C)CCc1noc(CN2CCC(C(=O)N3CCOCC3)CC2)n1	-0.7	2.7	1.8	-7.5	-0.4	0.4	0.2	0.0	-1.8	-0.6	1.5
O=C(CN1C(=O)c2ccccc2S1(=O)=O)Nc1cccc(S(=O)(=O)N2CCOCC2)c1	0.0	9.4	-0.8	-1.1	-0.8	1.0	0.3	-1.0	-2.1	-5.3	-5.3
Cc1ccc(-c2n[nH]c(=O)c3ccccc23)cc1S(=O)(=O)N(C)C	-0.8	2.1	-0.5	-3.0	-1.3	3.2	0.7	0.5	-2.0	1.2	6.2
COc1cc(/C=N/N=C2/NC(=O)C(Cc3ccc(F)cc3)S2)ccc1O (stereo unspecified)	-1.8	-27.6	-0.5	-42.6	-1.4	5.2	-1.8	0.1	3.7	1.7	-3.6
O=C(NCCCc1ccccc1)c1cccc(S(=O)(=O)N2CCOCC2)c1	-0.1	7.0	0.4	-5.6	-1.0	0.1	-2.3	-0.6	0.0	-3.0	12.4
CC1CCN(C(=O)c2nc[nH]c2C(=O)N2CCC(C)CC2)CC1	-1.6	4.1	-0.3	6.8	-1.0	-0.1	-2.5	-0.4	-2.4	-1.9	2.3
O=C(Nc1ccc(C(=O)O)cc1)/C(=C\c1ccc2c(c1)OCO2)NC(=O)c1ccc(Br)cc1	1.0	-1.0	1.1	-7.7	-0.2	1.9	-0.5	-0.1	0.4	2.7	3.5
Cc1ccc(S(=O)(=O)c2c(N)n(Cc3ccco3)c3nc4ccccc4nc23)cc1C	-1.0	-36.2	-0.3	i	-1.1	4.0	-2.3	-1.1	-2.7	-1.0	-0.5
COc1ccc(NC(=O)C(C)N2C(=O)C3CC=C(Cl)CC3C2=O)cc1 (stereo unspecified)	1.5	1.9	0.4	-4.5	-1.4	-1.2	-1.4	0.0	-0.6	0.8	2.8
CCN1C(=O)[C@H]2[C@@H](c3ccc(-c4cccc(Cl)c4)c(OC)c3)N[C@@](CC(C)C)(C(=O)OC)[C@H]2C1=O	-1.9	-8.2	3.2	-4.2	-1.4	-2.7	-1.6	-0.7	-0.7	-0.5	1.9
CCNC(=S)N/N=C/c1cc(C)ccc1C	0.6	14.2	0.0	2.5	-1.7	1.1	-0.9	-0.5	-1.1	0.1	-2.3
COc1ccccc1Cc1nnc(NC(=O)C2CCN(C(=O)c3ccco3)CC2)s1	-1.2	-9.6	-1.3	-5.0	-0.9	0.3	0.3	0.0	-1.5	0.2	-7.0

Just DAX1 inh-2, for 2 of the compounds above:
smiles	DAX1 inh-2
O=C(NCCCc1ccccc1)c1cccc(S(=O)(=O)N2CCOCC2)c1	-0.6
CC1CCN(C(=O)c2nc[nH]c2C(=O)N2CCC(C)CC2)CC1	-0.4

Following part:
SMILES	hcDAF-12 act	HGIII-sPLA2 inh	DAX1 inh-1	PLCb3 inh	ssDAF12 agonist	GAA850 FXN act	PG9 binder	DAX1 inh-2	hgDAF-12 ag	SMARCA2 activ	NR1D1 modulator
COc1ccc(/C=C2/N=C3CCCCCN3C2=O)cc1OC	-0.9	-1.4	-0.6	-3.7	-1.0	3.3	-2.7	0.0	-1.3	-1.6	-9.9
O=C(N/C(=C\c1ccccc1)C(=O)N1CCCCCC1)c1ccccc1	-1.2	9.1	-0.6	0.4	-0.9	-0.5	-2.4	-0.4	-1.2	0.3	-2.2
Cc1nnc(SCC(=O)c2cc(C)n(C3CC3)c2C)s1	3.0	-2.8	1.0	0.3	-1.0	2.7	0.3	1.6	7.3	7.6	2.4
O=C(OCC(=O)c1ccc[nH]1)c1ccc(S(=O)(=O)N2CCCCC2)cc1	-1.0	3.4	x	-1.1	-0.6	x	-2.7	0.3	0.5	-1.0	-7.6
CN(Cc1cnn(C)c1)Cc1nc(COc2ccccc2)no1	1.5	4.3	0.2	1.6	-0.7	2.6	-0.9	0.4	1.1	3.0	-5.0
CCCCNC(=O)N(CC)c1c(N)n(Cc2ccccc2)c(=O)[nH]c1=O	0.6	5.1	0.0	-4.0	-1.0	0.3	-1.5	1.8	-2.3	-2.6	-0.5
O=C(Nc1cnccn1)c1csc2ccccc12	0.9	4.9	0.1	-0.7	-1.6	2.3	0.7	0.6	2.4	4.3	5.5
CN(C)CCCNc1nc(-c2ccc(Cl)cc2)nc2ccccc12	3.1	-7.8	1.1	-7.6	0.3	3.9	1.3	-0.8	1.6	1.1	-4.8
O=C(COc1ccccc1Br)NCc1ccco1	-0.1	-1.3	0.5	4.5	-0.9	2.3	-1.3	-0.1	2.5	13.0*	-2.3
Cc1ccc(NC(=O)COC(=O)c2oc3ccccc3c2C)cc1S(=O)(=O)N1CCOCC1	-1.0	-13.8	-0.3	-5.9	-1.0	0.7	1.3	-1.5	2.8	-1.3	5.3
CCOC(=O)C1CCN(C(=O)CSc2nnc(-c3ccco3)n2-c2ccccc2)CC1	-1.2	-0.1	1.0	5.7	-1.5	-0.5	1.3	0.0	-2.1	-0.9	-1.3
COc1ccc(NC(=O)CN(C)C2CCCCC2)c([N+](=O)[O-])c1	-1.9	14.3	-1.2	-1.2	-1.6	3.2	-1.9	0.1	0.0	-3.5	1.6
CN(C)S(=O)(=O)c1ccc(N2CCCC2)c(C(=O)Nc2nc3ccc(F)cc3s2)c1	5.2	-5.2	0.4	-2.3	0.9*	3.3	-1.3	0.5	4.7	-1.1	-7.1
Cc1cc(=O)oc2c3c(cc(OCC(=O)NCc4cccnc4)c12)OC(C)(C)CC3	0.8	8.3	-0.3	i	-1.2	0.9	2.0	-0.3	-6.1	2.6	-4.5
COc1ccc(OC)c(NC(=O)C2(C)CCN2Cc2cccc(OC)c2F)c1 (stereo unspecified)	-4.2	-1.1	x	-1.8	-2.1	0.2	-0.3	-2.2	-5.5	-6.8	1.4
Cc1ccnc(NC(=O)CS(=O)(=O)Cc2ccccc2)c1	1.0	-6.2	0.5	-4.2	-0.8	-1.1	1.2	0.6	0.1	-3.2	-0.3
C=CCn1c(SCC(=O)c2cccs2)nnc1-c1cccc(OC)c1	-1.1	-34.8	1.4	2.0	-1.3	0.5	-0.1	0.6	0.0	-0.6	-3.7
Cc1nnsc1C(=O)N(Cc1ccccc1)C(C)C	-0.5	5.1	3.4	-4.6	-1.4	-0.6	0.5	0.1	1.5	-2.1	4.9
CC[C@@H](C)[C@H](NC(=O)CNC(=O)Cc1c(C)c2c(cc(C)c3c(C)coc32)oc1=O)C(=O)O	-0.6	-6.7	-0.5	i	-1.1	0.5	0.2	0.1	1.2	-1.2	10.4
CC(/C=C\c1cccnc1)=C/C(=O)O	-1.4&-0.4	-5.4&-0.7	-0.3&-0.3	-3.9&0.0	-1.3&-1.4	1.3&0.5	-1.3&0.2	-0.7&-0.1	0.5&0.2	0.3&-3.9	-1.9&5.1
COc1cc(OC)cc(C(=O)NCc2ccc3[nH]c(C)cc3c2)c1	-0.1	-5.2	0.0	-18.0	-0.4	-1.2	-0.3	-0.8	-2.1	-0.5	-3.5
CCCCn1c(N)c(N(CC(C)C)C(=O)C2CCN(S(=O)(=O)c3ccccc3)CC2)c(=O)[nH]c1=O	0.3	12.0	1.7	-5.1	-1.0	-0.3	-1.1	1.0	1.9	-0.9	-1.2
CCOC(=O)c1cc(-c2ccccc2)n(CC(=O)NC(C)(C)C)c1C	-0.2	-10.0	0.1	3.2	-1.9	1.2	1.5	-0.5	-4.5	0.5	-4.1
CCCCN(CC)C(=O)c1ccc(-c2ccccc2)cc1	-0.9	-8.1	-0.9	8.2	-0.2	3.8	-2.6	0.4	-1.9	-5.1	-3.1
Cc1ccc(NC(=O)C(c2ccc(Cl)cc2)N2CCCCC2)cc1 (stereo unspecified)	-1.3	-3.8	1.8	-1.2	-0.7	0.4	-0.8	-0.5	1.1	-2.3	3.7
O=C(NC1CCS(=O)(=O)C1)c1ccc(N2CCCCC2)c([N+](=O)[O-])c1 (stereo unspecified)	-2.0	-2.2	0.2	-3.3	-1.6	-1.0	-1.2	-2.4	-1.5	-0.2	-1.7
COc1cccc(C(=O)c2c(C)c(CCC#N)n3ccccc23)c1	-1.0	-1.2	-0.9	-16.1	-1.8	1.7	0.4	0.7	-1.5	2.2	1.1
O=C(c1cc(-c2ccccc2Cl)nc2ccc(Br)cc12)N1CCN(c2ccccn2)CC1	-0.3	5.4	0.0	-7.4	-0.4	-2.6	3.7	-2.4	-0.2	-1.5	18.6*
